DENV2 CPE rescue: DENV2-induced cell death inhibition. DENV2-infected cells, cytopathic effect rescue, plate reader. CPE inhibition, % at 9.99 µM. hit rate 1.7% among 350,000. AID 651640; in the data active = CPE inhibition above about 20%, passing the limit was not always enough; inconclusive = no clear call, values can overlap the other calls; tested in BHK-21 cells;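 note: 0% = median of neutral control wells and 100% = median of positive control wells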
C2C12 statin: suppression of simvastatin myotoxicity. C2C12 myotubes + simvastatin, ATP luminescence, 48 h; scaled: DMSO 0, geranylgeraniol control 100. rescue of ATP level, % at 7.49 µM. AID 602340. hit rate 0.78% among 330,000;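 active = mean ATP rescue above about 67%, or every replicate alone reaching that limit, limit read from the data, passing the limit was not always enough; inconclusive = no clear call, values can overlap the other calls; inactive = mean under the limit and some replicate under it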;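 note: myotubes were challenged with 10 µM simvastatin during compound exposure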
E-selectin induc: E-selectin induction on HUVECs | HUVEC E-selectin immunofluorescence imaging; normalized: neutral wells 0, TNF-alpha wells 100 | activation, % at 7.58 µM | hit rate 0.37% among 260,000;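 active = mean E-selectin-positive cell signal at least 10% of the positive control, reached in at least 60% of replicates, without over 20% cell loss; inconclusive = no rule given, readout overlaps actives, possibly toxicity-flagged; inactive = the rest, including those meeting only one limit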;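 note: in these data hits start at about 27%; measured in HUVEC primary endothelial cells; signal is the percent of cells scored E-selectin positive by PE staining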
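material = human umbilical vein endothelial cells (HUVEC), E-selectin induction | quantity = 3,000 cells/well | medium = EGM-2 growth medium on 0.1% gelatin-coated wells | technique = immunofluorescence imaging | read-out basis = % PE-positive cells | control set = TNF-alpha positive control, DMSO neutral control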
PglD inh: blocks C. jejuni PglD acetyltransferase activity | hit rate 0.098% among 360,000 | inhibition, % at 12.5 µM | purified PglD enzyme, DTNB colorimetric CoA detection; in the data active = inhibition above about 16%, passing the limit was not always enough; inconclusive = no clear call, values can overlap the other calls; note: strong numbers were not always called active
ERp5 block: blocks human ERp5 reductase activity on insulin. Q15084. ERp5 insulin aggregation, absorbance 650 nm, 90 min. inhibition, % at 9.99 µM. hit rate 0.05% among 350,000. AID 651711;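 active = mean replicate inhibition above about 25%, with every replicate also reaching it, limit read from the data, passing the limit was not always enough; inconclusive = only one of those two criteria met; inactive = neither criterion met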
Target sequence (Q15084 whole entry, looked up): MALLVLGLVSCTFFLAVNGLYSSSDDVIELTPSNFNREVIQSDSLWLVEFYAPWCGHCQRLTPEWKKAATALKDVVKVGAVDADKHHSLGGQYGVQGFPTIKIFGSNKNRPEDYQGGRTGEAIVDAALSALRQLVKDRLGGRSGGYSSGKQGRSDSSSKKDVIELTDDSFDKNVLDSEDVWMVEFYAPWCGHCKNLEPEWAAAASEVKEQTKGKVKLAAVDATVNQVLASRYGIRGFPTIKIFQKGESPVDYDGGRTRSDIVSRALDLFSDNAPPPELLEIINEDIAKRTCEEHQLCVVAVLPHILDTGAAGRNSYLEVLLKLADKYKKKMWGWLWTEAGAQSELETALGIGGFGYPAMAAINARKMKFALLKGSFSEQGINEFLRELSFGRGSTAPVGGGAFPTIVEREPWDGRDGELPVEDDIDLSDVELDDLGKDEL
SIRT5 block: blocks human SIRT5 desuccinylation of peptide; Q9NXA8; Purified SirT5, succinyl-peptide AMC, trypsin-coupled fluorescence; inhibition, % at 15 µM; hit rate 1.1% among 330,000; in the data active = inhibition above about 15%; inconclusive = no clear call, values can overlap the other calls
Target sequence (Q9NXA8 whole entry, looked up): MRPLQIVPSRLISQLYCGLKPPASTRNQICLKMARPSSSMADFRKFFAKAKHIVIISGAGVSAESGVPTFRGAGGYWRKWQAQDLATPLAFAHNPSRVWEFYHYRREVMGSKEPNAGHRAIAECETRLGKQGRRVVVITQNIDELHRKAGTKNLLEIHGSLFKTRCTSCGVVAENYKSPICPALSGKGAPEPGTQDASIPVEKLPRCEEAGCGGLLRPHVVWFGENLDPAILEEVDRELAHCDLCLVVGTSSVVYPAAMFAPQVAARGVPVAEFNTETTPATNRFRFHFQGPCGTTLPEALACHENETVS
S100A4 inh HTS: inhibitors of human S100A4 binding to myosin IIA peptide; P26447; S100A4/TAMRA-MyoIIA peptide fluorescence polarization; inhibition, % at 10.7 µM; hit rate 0.14% among 360,000;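 active = mean inhibition of at least 70% across replicates, with every replicate also reaching that level; inconclusive = mean inhibition reaches 70% but some replicates fall short; inactive = mean inhibition below 70%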
Target sequence (P26447 whole entry, looked up): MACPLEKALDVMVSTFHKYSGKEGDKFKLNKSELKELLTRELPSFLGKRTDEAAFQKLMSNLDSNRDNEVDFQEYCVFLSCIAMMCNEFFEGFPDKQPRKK
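Material: S100A4 monomer (human). Medium: Calcium-containing HEPES buffer, pH 7.2. Probe or stimulus: labelled myosin peptide probe, 5 nM. Compound dosing: one concentration per compound. Timing: polarization read 5 min after assay mix addition, stable 5–60 min. Benchmarks: DMSO as neutral control, TFP as positive control.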
Numbers without * were called inactive; ? = inconclusive; / = no result given. The list is partial, so the mix of outcomes need not match the whole.

SMILES	DENV2 CPE rescue	C2C12 statin	E-selectin induc	PglD inh	ERp5 block	SIRT5 block	S100A4 inh HTS
C[C@H]1CN([C@@H](C)CO)C(=O)c2cccc(NC(=O)Nc3cccc4ccccc34)c2O[C@H]1CN(C)S(=O)(=O)c1cccs1	1	46	0.0	10	-5	1	19
C=C1CC[C@H](O)C/C1=C/C=C1\CCC[C@]2(C)[C@@H]([C@H](C)/C=C/[C@H](C)C(C)C)CC[C@@H]12	-3	-26	-0.1	-4	-1	5	-3
COc1ccccc1NC(=O)CSc1nnc(NC(=O)C2CCC2)s1	6	23	-0.1	-1	0	-2	3
CC(C(=O)Nc1ccon1)N1C(=O)c2ccccc2S1(=O)=O (centres undefined)	-6	14	/	2	-3	-1	4
C[C@H]1CN([C@@H](C)CO)C(=O)Cc2cc(NC(=O)CCC(F)(F)F)ccc2O[C@@H]1CN(C)S(=O)(=O)c1ccc(F)cc1	-10	6	1.0	-1	-7	-1	-4
CC(C)C#Cc1cnc2c(c1)C(=O)N([C@H](C)CO)C[C@@H](C)[C@H](CN(C)C(=O)Nc1cccc(F)c1)O2	-6	31	0.1	4	0	1	-2
Cc1cccc(N2C(=O)Cc3ccccc3C2=O)c1	?	6	0.2	1	0	-1	0
C[C@@H]1CCCCO[C@H](CN(C)C(=O)c2ccccc2)[C@@H](C)CN([C@@H](C)CO)C(=O)c2cc(NC(=O)Nc3cccc4ccccc34)ccc2O1	?	/	-0.1	3	0	3	-17
COc1ccc(CCNc2oc(-c3ccco3)nc2C#N)cc1	/	-14	/	-3	0	-7	3
O=C(C[C@@H]1C=C[C@H](NC(=O)c2ccccn2)[C@H](CO)O1)NCc1cc(F)cc(F)c1	-7	4	-0.2	3	5	-10	2
CCOC(=O)C1=C(C)N(CCCC(=O)O)C(=O)NC1c1ccc(OC)cc1 (centres undefined)	3	9	1.2	4	5	/	9
C/C=C/c1ccc2c(c1)O[C@@H](CN(C)C(=O)c1ccc3c(c1)OCO3)[C@H](C)CN([C@H](C)CO)S2(=O)=O	3	-7	-0.3	0	5	0	8
Cc1ccc(N(C(=O)Cn2nnc(-c3ccccc3)n2)C(C(=O)NC2CCCCC2)c2ccccn2)cc1C (centres undefined)	3	10	0.0	-6	5	-3	2
CCN=C1NN=C(c2cc(C)n(Cc3ccco3)c2C)CS1	8	/	/	/	12	0	-4
CC(Oc1ccccc1)C(=O)N1CCN=C1SCc1ccc(F)cc1 (centres undefined)	-5	0	-1.3	/	3	-2	2
O=C([C@@H]1[C@@H](CO)[C@@H]2Cn3c(ccc(-c4ccc(F)cc4)c3=O)[C@@H]2N1Cc1cocn1)N1CCCCC1	1	-10	0.0	1	2	-5	14
CCCC#Cc1cnc2c(c1)C(=O)N([C@H](C)CO)C[C@@H](C)[C@H](CN(C)C(=O)Nc1ccccc1OC)O2	-4	8	-0.3	-4	6	2	2
CCc1nnc(NC(=O)c2cccc(S(=O)(=O)N3CC(c4ccccc4)CC3=O)c2)s1 (centres undefined)	3	5	0.0	3	1	/	5
COc1ccc(-c2nc(C)ncc2-c2ccc(Cl)cc2)c(O)c1	5	6	0.2	-3	1	-1	-2
O=C(Nc1cccc(F)c1)N[C@H]1CC[C@H](CCNS(=O)(=O)c2cccc(Cl)c2)O[C@H]1CO	-3	-1	-0.3	-155	0	-2	-6
C[C@@H]1CCCCO[C@H](CN(C)CC2CC2)[C@@H](C)CN([C@@H](C)CO)C(=O)c2cc(NS(=O)(=O)c3ccc(Cl)cc3)ccc2O1	-8	/	-0.1	2	-4	-2	9
O=C(c1cccc(F)c1)N1CCCCN2[C@H](CO)[C@@H](c3ccc(-c4cncnc4)cc3)[C@H]2C1	-6	17	-0.2	4	-3	2	1
Cc1cccc(NC(=O)c2ccc(S(=O)(=O)N3CCN(C)CC3)cc2)c1C	1	-1	/	-6	1	1	8
Cc1cccc(CNC(=O)c2sc(=O)n(Cc3c(C)cccc3C)c2C)c1	-1	21	/	-5	0	/	-3
N#C[C@@H]1[C@H](c2ccccc2)[C@H](CO)N1C(=O)C1CCCC1	3	-3	0.2	0	1	-5	9
CC(C)c1ccc(S(=O)(=O)N2CCC(C(=O)N3CCC3)CC2)cc1	?	9	/	-5	-2	-6	-1
O=S1(=O)CCOCCCN1Cc1ccc(Cl)cc1	?	-7	-0.1	-4	-5	/	9
CN(c1ccccc1)S(=O)(=O)c1ccc(Cl)c(C(=O)Nc2ccncc2)c1	-8	-56	-0.6	-6	2	2	2
CC(=O)c1ccc(N=C2SCCCN2C(=O)C2CCCCC2)cc1	5	/	1.5	/	-3	-3	-3
C[C@H]1CN([C@@H](C)CO)C(=O)c2cc(Br)cnc2O[C@H]1CN(C)CC1CCOCC1	4	-37	0.0	3	-5	-2	-5
CCOc1ccc(CCNC(=O)CSCC(=O)Nc2cccc(C)c2)cc1OCC	-1	/	-0.9	/	-2	-1	-16
O=C1Nc2cc(C(=O)N3CCOCC3)ccc2S/C1=C/c1ccccc1F	1	-2	0.1	0	1	/	6
COc1cccc(C(=O)Nc2cccnc2)c1OC	-1	5	0.8	-6	5	-1	4
O=C(NCc1ccc(C(F)(F)F)cc1)c1ccc(-c2cccnc2)c2ccoc12	-6	-9	-0.1	1	-4	-5	8
O=C(NCCc1ccccc1)C1CCN(C2CCN(Cc3ccc(CO)o3)CC2)CC1	3	/	/	/	0	/	-8
Cc1c(/C=N/NC(=O)C2(O)c3ccccc3-c3ccccc32)cnn1C	-5	5	0.8	0	-3	-1	-6
COc1cccc(C(=O)NCCS(=O)(=O)N2CCN(C(=O)c3ccco3)CC2)c1	-1	7	-0.1	4	0	-3	7
COc1ccc(C(=O)Nc2ccc(NC(=O)C(C)C)nc2)cc1	-4	-4	3.1	-18	0	0	6
C[C@@H](C(=O)CC(=O)OC(C)(C)C)[C@@H](O)c1c(F)cccc1Cl	?	-2	/	4	-1	/	-6
CCCC#Cc1ccc([C@@H]2[C@@H](CO)N3C(=O)CN(C(=O)c4ccncc4)C[C@H]23)cc1	2	/	-0.5	/	-3	0	-28
CC(C)(C)S(=O)(=O)N1Cc2cc(CO)ccc2[C@H]1CCO	?	/	-0.1	/	1	0	-17
Cc1ccc(S(=O)(=O)CCN2CCC(O)(c3ccccc3)CC2)cc1	7	15	-0.1	1	-2	-10	-3
CC1(C)CC(=O)C=C(c2cccc(OC(=O)c3ccc(Br)cc3)c2)C1=O	-2	11	-0.6	2	7	1	-4
CC(=O)Nc1ccc(S(=O)(=O)NCCC(=O)OCC(=O)c2ccc(F)c(F)c2)cc1	-6	-7	0.3	-2	-2	-3	5
CCOc1ccccc1NC(=O)COC(=O)C1COc2ccccc2O1 (centres undefined)	1	-1	0.0	3	-5	-2	4
O=C(O)CC12CC3CC(C1)CC(n1ncc(NCc4ccc(F)cc4Cl)c(Cl)c1=O)(C3)C2	-6	/	-0.2	/	7	0	7
Cc1ccc(-c2nc(C(=O)NCCCN3CCOCC3)cc3c2[nH]c2ccccc23)cc1	12	-6	/	1	4	-6	-4
O=C(O)c1cc(NN=C2c3ccccc3-c3ccccc32)ccc1Cl	5	10	/	-8	-3	-14	-1
CC(C)NC(=O)Nc1ccc2c(c1)C(=O)N([C@@H](C)CO)C[C@H](C)[C@H](CN(C)CC1CCCCC1)O2	-1	-4	0.6	-2	1	8	-12
OC[C@H]1CC[C@@H]2O[C@H](CCc3ccc(C#Cc4ccccc4)cc3)[C@@H](n3cc(-c4ccccc4)nn3)C[C@@H]2O1	7	/	/	/	2	-2	-5
Cc1ccc(-n2[nH]c(C)c(C=Nc3ccc(Br)cn3)c2=O)cc1	13	-55	/	1	12	-3	0
CO[C@@H]1CC[C@@H]2CCOc3ccc(C#N)cc3C(=O)N(C)C[C@@H](C)C(=O)N(C)C[C@@H]1O2	2	-11	0.3	2	13	-2	3
COCC(=O)N(C)C[C@H]1Oc2cc(C#C[C@H](C)O)ccc2S(=O)(=O)N([C@H](C)CO)C[C@@H]1C	-1	7	0.7	1	-1	-1	5
C[C@@H]1CN([C@@H](C)CO)C(=O)c2cccc(NC(=O)Nc3ccccc3)c2O[C@@H]1CN(C)Cc1ccc2c(c1)OCO2	-3	-1	2.6	5	-1	0	11
O=C(C[C@H]1CC[C@@H]2[C@H](COC[C@@H](O)CN2Cc2cccc(C(F)(F)F)c2)O1)NCc1ccc(Cl)cc1	1	0	0.0	0	-1	10	44
O=C(NCc1ccccc1)C(c1ccc(-c2ccccc2)cc1)N1CCN(CCN2CCOCC2)CC1 (centres undefined)	0	/	-0.2	/	-3	5	-3
COc1ccc(CCN(Cc2ccccn2)C(=S)Nc2ccccc2F)cc1OC	4	-8	2.2	5	3	-6	8
COc1ccc(CNc2ccc(N3CCOCC3)cc2)cc1	0	9	/	-3	1	-3	-2
COc1cc(F)ccc1Oc1cccc2c1S(=O)(=O)N([C@H](C)c1ccccc1)C[C@@H](COCc1ccccc1)O2	-9	/	/	/	5	0	-5
C[C@@H]1CN([C@H](C)CO)S(=O)(=O)c2ccc(C#C[C@@H](C)O)cc2O[C@@H]1CN(C)Cc1ccccc1	9	-5	0.2	-2	10	-3	-25

Following part
SMILES	DENV2 CPE rescue	C2C12 statin	E-selectin induc	PglD inh	ERp5 block	SIRT5 block	S100A4 inh HTS
O=C(CSc1ccc(-c2ccco2)nn1)NC1CCCC1	-10	/	0.0	/	6	-2	-2
COCCNc1ccc(N2C(=O)C3CCCCC3C2=O)cc1[N+](=O)[O-] (centres undefined)	4	/	5.1	/	-3	-5	-5
COc1cccc(CC2(CO)CCCN(Cc3c(C)cc(C)cc3-n3cccn3)C2)c1 (centres undefined)	0	/	/	/	-8	-4	0
CO[C@@H]1CN(C)C(=O)c2cc(NC(=O)c3cc(C)on3)ccc2OC[C@H](C)N(C)C[C@H]1C	-13	18	-0.3	2	1	3	43
Cc1ccc(NC(=O)CN2C(=O)/C(=C\c3cccs3)SC2=S)cc1	3	/	1.6	/	3	-3	1
CN1C(=O)c2cc(NS(=O)(=O)c3cccc(F)c3)ccc2OC[C@H]2O[C@@H](CC(=O)N3CCc4ccccc4C3)CC[C@H]21	/	1	-0.1	-3	2	/	/
CC(C)=NOC(=O)c1ccc(-c2ccccc2)cc1	/	9	2.0	-5	/	/	/
CCOc1ccc2c(c1)/C(=C(\C(Cl)=C(Cl)Cl)[N+](=O)[O-])N2	?	/	/	/	3	-4	-12
C[C@@H]1CN([C@@H](C)CO)C(=O)Cc2cc(NC(=O)Cc3ccccc3)ccc2O[C@H]1CN(C)C	/	-4	/	-6	-2	-6	11
CCOc1ccc(N(CC(=O)NC2CCCC2)S(=O)(=O)c2c(C)[nH]c(=O)[nH]c2=O)cc1	54*	2	0.0	-2	4	-2	15
CCc1nnc(NC(=O)C2CC(=O)N(c3ccc4c(c3)OCCO4)C2)s1 (centres undefined)	/	/	/	/	-3	0	-2
CCS(=O)(=O)Nc1ccc2c(c1)C(=O)N(C)C[C@@H](OC)[C@H](C)CN(C(=O)C1CCC1)[C@@H](C)CO2	-10	0	0.7	-2	0	2	9

An excerpt from above in order of length of the SMILES, falling.
SMILES	DENV2 CPE rescue	C2C12 statin	E-selectin induc	PglD inh	ERp5 block	SIRT5 block	S100A4 inh HTS
COc1cccc(CC2(CO)CCCN(Cc3c(C)cc(C)cc3-n3cccn3)C2)c1 (centres undefined)	0	/	/	/	-8	-4	0
Cc1ccc(NC(=O)CN2C(=O)/C(=C\c3cccs3)SC2=S)cc1	3	/	1.6	/	3	-3	1
O=C(CSc1ccc(-c2ccco2)nn1)NC1CCCC1	-10	/	0.0	/	6	-2	-2
CC(C)=NOC(=O)c1ccc(-c2ccccc2)cc1	/	9	2.0	-5	/	/	/
